Screening data: PubChem BioAssay, several laboratories
HIF activator – HIF pathway transcriptional activation | U2OS HRE-luciferase reporter, luminescence; normalized: DMSO 0%, desferrioxamine 100% | activation, % at 7.5 µM (by protocol) | 0.32% of 300,000 active | AID 1910;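 active = mean activation of at least 10% of the iron chelator positive control signal, with at least half of replicates also reaching 10%; inconclusive = mean and replicate majority disagree about reaching 10%; inactive = mean and most replicates under 10%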
aSyn UTR inh – 5' untranslated region of α-synuclein, MLPCN primary screen; alpha-synuclein 5'UTR reporter, inhibitor activity; inhibition, % (tested at 7.5 µM); 0.82% of 300,000 active; in the data active = inhibition above about 60%; inconclusive = no clear call, values can overlap the other calls;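 also: H4 neuroglioblastoma cells stably carrying SNCA 5'UTR luciferase fusion; 0% = DMSO wells and 100% = positive control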
TRPC4 agonist – TRPC4 (mouse) channel activation | Q9QUQ5 | HEK293 TRPC4beta/mu-opioid, Fluo4 calcium fluorescence; hits give high values | B-score at 10 µM | 0.49% of 310,000 active | AID 2237;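 active = B-score above 5 SD of library B-scores, and initial fluorescence ratio not above library mean plus 5 SD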;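 also: positive B-score marks a calcium rise read as TRPC4 activation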
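Assay system: HEK293 stable line with TRPC4beta plus mu-opioid receptor; schedule: 45 min room-temperature Fluo4 loading, 110 s read; technique: kinetic Fluo4 calcium fluorescence; evaluation: integrated baseline-normalised fluorescence ratio, converted to per-well B score; controls: buffer (low) and maximal DAMGO (high)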
SKKanGAS inh – blocks kanamycin growth of S. pyogenes SKKanGAS strain; BacTiter-Glo, 6 h; inhibition, % at 7.5 µM; 1.3% of 300,000 active;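 active = mean replicate score, as percent of positive control median, at least 50; inconclusive = mean below 50 but one replicate at or above 50; inactive = mean and every replicate below 50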;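 also: strain carries kanamycin resistance gene driven by streptokinase promoter and grows in 40 µg/ml kanamycin; loss of luminescence reflects streptokinase promoter inhibition or plain growth inhibition; 0% = median of DMSO wells and 100% = positive control at its reference dose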
TRPC6 inhibitor – blocks the mouse TRPC6 cation channel; B-score at 10 µM; Q61143; AID 2553; HEK293-TRPC6, membrane potential dye, ACh-evoked depolarization; hits give low values; 1.1% of 310,000 active;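 active = B-score under library mean minus 3 SD, initial fluorescence not abnormally high, positive integrated signal ratio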;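 also: B-score derived from integrated fluorescence ratio over the kinetic read; more negative B-score means stronger inhibition of depolarization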
Target sequence (Q61143 whole entry, looked up): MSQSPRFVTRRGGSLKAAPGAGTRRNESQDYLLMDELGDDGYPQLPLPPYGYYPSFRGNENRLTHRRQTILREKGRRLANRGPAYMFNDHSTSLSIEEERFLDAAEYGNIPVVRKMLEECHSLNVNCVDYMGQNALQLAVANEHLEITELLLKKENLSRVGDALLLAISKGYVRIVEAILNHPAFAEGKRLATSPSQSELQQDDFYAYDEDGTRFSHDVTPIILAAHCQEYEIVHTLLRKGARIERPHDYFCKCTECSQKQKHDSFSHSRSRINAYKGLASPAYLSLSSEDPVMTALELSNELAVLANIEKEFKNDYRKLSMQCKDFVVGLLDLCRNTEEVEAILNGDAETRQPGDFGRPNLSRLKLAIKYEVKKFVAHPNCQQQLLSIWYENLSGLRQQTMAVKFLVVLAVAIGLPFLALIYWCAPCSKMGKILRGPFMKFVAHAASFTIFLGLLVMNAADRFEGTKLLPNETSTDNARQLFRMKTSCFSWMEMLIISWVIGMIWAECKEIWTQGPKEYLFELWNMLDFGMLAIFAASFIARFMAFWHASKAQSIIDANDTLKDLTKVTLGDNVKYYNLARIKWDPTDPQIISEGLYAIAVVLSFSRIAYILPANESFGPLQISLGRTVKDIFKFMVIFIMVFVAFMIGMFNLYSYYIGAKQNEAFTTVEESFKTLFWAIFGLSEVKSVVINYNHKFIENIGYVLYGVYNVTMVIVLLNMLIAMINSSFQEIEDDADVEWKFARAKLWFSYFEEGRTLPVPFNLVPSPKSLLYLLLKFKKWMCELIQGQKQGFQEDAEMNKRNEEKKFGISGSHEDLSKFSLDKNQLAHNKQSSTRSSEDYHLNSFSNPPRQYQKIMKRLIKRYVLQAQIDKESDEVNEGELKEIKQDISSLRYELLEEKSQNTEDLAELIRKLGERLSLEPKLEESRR
KLF5 inhibitor – kruppel-like factor 5 inhibition. 0.23% of 290,000 active. AID 1700. DLD-1 KLF5 promoter-luciferase reporter, luminescence. inhibition, % at 5 µM;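 active = inhibition above a per-plate limit of that plate's mean compound inhibition plus 3 SD, cut at about 60% in these data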;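 also: 0% = DMSO wells and 100% = LY294002 at 200 µM; higher means less KLF5 promoter-driven luciferase light; inactives centre near -14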
MrgX1 antag – human MrgX1 receptor antagonism, primary screen; Q96LB2; MRGX1-HEK293 calcium flux, Fluo-4, BAM8-22 antagonism; hits give low values; B-score at 10 µM; 1.3% of 310,000 active; AID 588676;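 active = calcium-response B-score plate-corrected more than 3 library SD below zero, starting fluorescence within 5 deviations, no agonist response on first addition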;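 also: peak minus trough fluorescence over baseline after final BAM8-22 challenge near maximal dose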
TRPC4 PAM – allosterically enhances the mouse TRPC4 cation channel; Q9QUQ5; HEK293 TRPC4beta/mu-opioid, DAMGO EC20, Fluo-4 Ca2+ flux; hits give high values; B-score at 10 µM; 0.42% of 310,000 active;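 active = B-score of calcium response area above 5 SD of library B-scores, with initial fluorescence ratio within 5 SD of library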;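 also: B-score of integrated fluorescence ratio over time as area under calcium response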
TRPC4 inh – inhibitors of mouse TRPC4 channel. Q9QUQ5. HEK293 TRPC4beta/mu-opioid, DAMGO-evoked Fluo4 calcium flux; hits give low values. B-score at 10 µM. 0.39% of 300,000 active;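 active = B-score over 3 SD under the library average, no early fluorescence shift, positive overall ratio signal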
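Signal: kinetic Fluo4 fluorescence imaging of calcium influx. Material: stable TRPC4beta/mu-opioid receptor HEK293 cells. Probe or stimulus: DAMGO in two steps, submaximal then maximal.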
IEC-6 cytotox – kills IEC-6 intestinal cells in KLF5 counter-screen. IEC-6 cytotoxicity, luminescence viability. inhibition, % at 5 µM. 0.78% of 290,000 active. AID 1825; in the data active = inhibition above about 22%;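 also: 0% = plate median of test compound wells and 100% = cytotoxic reference compound wells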
TRPC6 act – activates the mouse TRPC6 cation channel; 0.13% of 310,000 active; B-score at 10 µM; HEK293-TRPC6 membrane potential dye fluorescence; hits give high values;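 active = B-score of the integrated fluorescence ratio above library mean plus 3 SD, and starting fluorescence ratio within library mean plus 5 SD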;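 also: higher score means more depolarization so channel activation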
* marks the source's active call; other numbers are inactive results; i = inactive; ? = inconclusive; · = no result given. An unsorted share of the library, and some 5.8% of all compounds hit somewhere here.

Each structure is followed by: MrgX1 antag | TRPC4 agonist | TRPC4 inh | aSyn UTR inh | KLF5 inhibitor | TRPC6 inhibitor | TRPC6 act | SKKanGAS inh | HIF activator | IEC-6 cytotox | TRPC4 PAM
CC(=O)N1[C@@H]2CC3C4CC=C5C[C@@H](O)CC[C@]5(C)C4CC[C@]3(C)[C@@]21C(C)=O (stereo partly specified)
  i | i | i | -1 | -25 | i | i | 11 | -0.4 | 6 | i
Cc1ccc(C(=O)NN2CCOCC2)cc1[N+](=O)[O-]
  i | i | i | 12 | -10 | i | i | 3 | 0.1 | -4 | i
Cc1ccc(OCC(=O)NCc2ccccc2)c([N+](=O)[O-])n1
  i | i | i | 27 | -19 | i | i | 1 | -0.6 | -3 | i
CCOC(=O)C1=C(N)OC2=C(C(=O)CCC2)C1c1ccc2c(c1)OCO2 (stereo unspecified)
  i | i | i | -14 | · | i | i | -14 | -0.2 | · | i
CC(C)Cc1nc(N2CCCCC2)c(C#N)c2c1CCC2
  i | i | i | -6 | -34 | i | i | 51* | -19 | 0 | i
CCc1ccccc1NC(=S)N(CCCN1CCN(C)CC1)Cc1cccs1
  i | i | i | 30 | -50 | i | i | 4 | -0.2 | -3 | i
COc1cc(/C=C2\SC(c3ccccc3)=NC2=O)cc(Cl)c1O
  · | i | i | -33 | -19 | i | i | 22 | -0.4 | 2 | i
Cn1c(-c2ccc3c(c2)OCO3)cnc1NCc1cccc(Cl)c1
  i | i | i | -21 | -14 | -7.9* | i | 3 | 1.0 | 12 | i
CC1CCCCN1CC(=O)NCc1ccc2c(c1)OCO2 (stereo unspecified)
  i | i | i | -17 | 9 | i | i | 3 | -0.5 | -1 | i
COc1ccc(CNC(=O)CCS(=O)(=O)Cc2cccc(Cl)c2)c(OC)c1
  i | i | i | 21 | -19 | i | i | -1 | -0.4 | 4 | i
Cc1ccc(C)c(NC(=O)C(OC(=O)c2ccc(NC(=O)CC#N)cc2)c2ccccc2)c1 (stereo unspecified)
  i | i | i | 9 | · | i | i | 42 | -0.5 | · | i
O=C1CC(c2ccccc2)n2ncnc2N1 (stereo unspecified)
  i | i | i | 23 | 0 | i | i | 2 | 0.3 | 4 | i
O=[n+]1cc(-c2ccc(Cl)cc2)n([O-])c2c1CCC2
  i | i | i | -12 | -59 | i | i | -4 | -0.6 | -2 | i
CCC(=O)OCCNc1cc(Sc2nc3ccccc3s2)c2nonc2c1[N+](=O)[O-]
  i | i | i | -2 | -3 | i | i | ? | 0.5 | -2 | i
CSc1ccc(S(=O)(=O)NCC(=O)OCC(=O)N2CCCCC2C)cc1[N+](=O)[O-] (stereo unspecified)
  i | i | i | 0 | · | i | i | 6 | -0.4 | · | i
COc1ccc(/C=C(/NC(=O)/C=C/c2ccccc2)C(=O)N2CCOCC2)cc1
  i | i | i | 11 | -36 | -5.8* | i | 2 | -0.6 | 4 | i
Cc1ccc(S(=O)(=O)NCCc2cn3nc(C)c(C)nc3n2)cc1C
  i | i | i | -4 | -8 | i | i | -10 | -0.2 | -5 | i
CC(C)C(=O)N1CCN(c2cc(N3CCN(C)CC3)c(F)cc2[N+](=O)[O-])CC1
  i | i | i | -4 | -9 | i | i | -1 | -0.3 | 2 | i
CCCNC(=O)Nc1cc(OCC)c(N2CCOCC2)cc1OCC
  i | i | i | 6 | 10 | i | i | -4 | -0.5 | 5 | i
CCC(C)NC(=O)C(CCSC)NC(=O)c1ccccc1 (stereo unspecified)
  i | i | i | 22 | -30 | i | i | 0 | -0.4 | -7 | i
COc1ccc(/C=N/NC(=O)c2nonc2N)cc1OC
  i | i | i | 10 | -24 | i | i | -2 | 0.5 | 0 | i
Cc1ccc(NC(=O)c2cc([N+](=O)[O-])ccc2N2CCOCC2)cc1S(=O)(=O)N1CCOCC1
  i | i | i | 4 | -13 | i | i | -2 | -0.3 | -4 | i
O=[N+]([O-])c1ccccc1-c1ccc(C(=S)N2CCCC2)o1
  i | i | i | -132 | -7 | i | i | 4 | 3.7 | 8 | i
O=[N+]([O-])c1ccc2c(c1Nc1ccccc1Cl)=NC1(CCCCC1)N=2
  i | i | i | -1 | 2 | i | i | 5 | -0.4 | 3 | i
Cc1sc2nc(CN(C(=O)NCc3ccccc3)C3CCCC3)[nH]c(=O)c2c1C
  i | i | i | 5 | -5 | i | i | 15 | -0.1 | 3 | i
CCn1c(CNC(=O)c2ccccc2Br)nnc1SCC(=O)NC1=NCCS1
  i | i | i | 0 | -14 | i | i | -2 | 0.6 | -2 | i
CC(=O)N(Cc1cccs1)Cc1cc2ccc(C)c(C)c2nc1Cl
  i | i | i | 10 | -45 | i | i | 1 | -0.7 | -2 | i
CCn1c(SCC(=O)NCc2ccc3c(c2)OCO3)nc2c(c1=O)SCC2
  i | i | i | 4 | -15 | i | i | 0 | 0.0 | -4 | i
O=C(NC(=O)c1cccc(Cl)c1)OC[C@@H]1CCCN2CCCCC12 (stereo partly specified)
  i | i | i | 17 | -26 | i | i | -2 | -0.2 | -2 | i
COc1ccccc1NS(=O)(=O)c1ccc(Cl)c(NC(=O)CN2C(=O)c3ccccc3C2=O)c1
  i | i | i | -2 | -5 | i | i | 4 | 0.3 | 1 | i
FC(F)(F)c1cccc(NCc2cn3cccnc3n2)c1
  i | i | i | 25 | -21 | i | i | -2 | -0.5 | 6 | i
Cc1nn(CC(=O)Nc2ccc(N(C)C)cc2)c(C)c1[N+](=O)[O-]
  i | i | i | 6 | 4 | i | i | 7 | -2.7 | 2 | i
Cc1[nH]n2c(=O)cc(-c3ccc([N+](=O)[O-])cc3)nc2c1-c1ccccc1
  i | i | -5* | -8 | 1 | i | i | 102* | -0.7 | -4 | i
Cc1ccc(S(=O)(=O)NC(C)(C)CSc2ncccn2)cc1
  -9.9* | i | i | -2 | -14 | i | i | -5 | -0.5 | 3 | i
CN1/C(=C\C(=O)COC(=O)c2nccnc2N)C(C)(C)c2ccccc21
  i | i | i | 7 | · | i | i | 3 | -0.3 | · | i
O=C(Cn1cnc2ccccc2c1=O)c1ccc(Br)cc1
  i | i | i | -153 | -71 | i | i | 8 | 1.4 | -2 | i
Cc1nn(-c2ccccc2)c2nc3c(cc12)C(=O)CCC3
  i | i | i | 8 | 8 | i | i | 2 | 0.0 | 5 | i
Cc1csc(SCC(=O)O)n1
  i | i | i | 22 | -26 | i | i | -3 | 0.0 | 5 | i
O=C(O)COc1ccccc1/C=N/NC(=O)c1cccc(S(=O)(=O)Nc2cccc(Cl)c2)c1
  i | i | i | 5 | -6 | i | i | -6 | -0.2 | -3 | i
CCOc1ccc(CCNC(=O)COC(=O)/C=C/c2ccccc2)cc1OCC
  i | i | i | 12 | · | i | i | -12 | 0.0 | · | i
CCOc1ccc(NC(=S)NC(=O)/C=C/c2ccc(C)cc2)c([N+](=O)[O-])c1
  i | i | i | -18 | -7 | i | i | 5 | -0.9 | -4 | i
CCN(CC)C(=O)CN(c1ccc2c(c1)OCO2)S(C)(=O)=O
  i | i | i | 0 | 4 | i | i | -2 | -0.2 | 6 | i
O=C(O)c1ccc2c(=O)n(Cc3ccccc3)c(SCc3ccc([N+](=O)[O-])cc3)nc2c1
  i | i | i | 2 | -40 | i | i | 37 | -1.0 | 1 | i
CC1(c2ccccc2)CC(C)(C)N(C(=O)C2CCCO2)c2ccccc21 (stereo unspecified)
  i | i | -7* | 13 | -11 | i | i | -6 | -0.2 | 0 | i
c1ccc2c(c1)Cc1cc(CN3CCOCC3)ccc1-2
  i | i | i | -113 | -103 | i | i | -12 | 2.7 | 0 | i
CCOC(=O)c1[nH]c(=O)[nH]c1CNc1ccccc1C#N
  i | i | i | 15 | -17 | i | i | -4 | 0.0 | -2 | i
O=C(CCS(=O)(=O)c1ccc(F)cc1)N1CCN(c2ccccc2)CC1
  i | i | i | -56 | · | i | i | -10 | 2.0 | · | i
NS(=O)(=O)c1ccc(NC(=O)C2Cc3ccccc3CN2C(=O)c2ccco2)cc1 (stereo unspecified)
  i | i | i | 19 | 0 | i | i | -1 | -1.4 | 5 | i
CN(Cc1ccccc1)c1nc2c(c(=O)[nH]c(=O)n2C)n1CCCc1ccccc1
  i | i | i | 24 | -13 | i | i | -7 | -0.1 | 4 | i
COc1ccc(C(=O)COC(=O)CCC(=O)Nc2ccc(C(C)=O)cc2)cc1
  i | i | i | -32 | -91 | i | i | -9 | 1.0 | 4 | i

Carrying on:
Each structure is followed by: MrgX1 antag | TRPC4 agonist | TRPC4 inh | aSyn UTR inh | KLF5 inhibitor | TRPC6 inhibitor | TRPC6 act | SKKanGAS inh | HIF activator | IEC-6 cytotox | TRPC4 PAM
CC(C)(C#N)NC(=O)C1CCCN1S(=O)(=O)c1ccc2ccccc2c1 (stereo unspecified)
  i | i | i | -24 | -26 | i | i | -2 | 2.6 | 0 | i
COC(=O)CN(c1c(C)cccc1C)S(C)(=O)=O
  i | i | i | -16 | -27 | i | i | -5 | -0.3 | 1 | i
COc1ccccc1OCCn1c(=O)n(C)c2ccccc21
  i | i | i | -1 | -27 | i | i | 4 | 0.0 | -2 | i
O=Nc1c(O)n(Cc2c(Cl)cccc2Cl)c2ccccc12
  i | i | i | -5 | -39 | i | i | -6 | 0.2 | -5 | i
Cc1c(NC(=O)COC(=O)Cc2ccc(F)cc2)c(=O)n(-c2ccccc2)n1C
  i | i | i | 14 | · | i | i | -4 | -0.1 | · | i
Cn1cccc1Cc1nnc(SCC(=O)Nc2ccccc2F)n1CCc1ccccc1
  i | i | i | 7 | -16 | i | i | 1 | 0.1 | 4 | i
Cc1cccc(C)c1NC(=O)CN(C)C(C)C(=O)Nc1ccccc1-c1ccccc1 (stereo unspecified)
  i | i | i | 6 | -30 | i | i | 3 | -1.0 | 9 | i
COc1ccc(CCNC(=O)c2cc3cc(F)ccc3nc2C)cc1OC
  i | i | i | -11 | · | i | i | -2 | -0.1 | · | i
O=C(CN1CCN(C(=O)c2ccccc2)CC1)Nc1ncc(Br)cc1Br
  i | i | i | 20 | 1 | i | i | -10 | 0.4 | 1 | i
CC(=O)N(CCCNC(=O)c1ccccc1)C(=O)c1ccccc1
  i | i | i | 11 | · | i | i | -2 | -0.8 | · | i
